ARNT-TACC3 inh – disrupts binding between human ARNT and TACC3 | inhibition, % at 9.99 µM | 0.66% of 390,000 active | AID 623870 | Q9Y6A5 | AlphaScreen His-ARNT PAS-B/GST-TACC3 binding, luminescence; TACC3 fragment carries E629A point mutation;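 active means mean inhibition of replicates at least 50% and at least half of replicates each reaching 50%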;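 further: 0% = complete ARNT plus TACC3 wells and 100% = ARNT alone without TACC3; many hits fall short of the cut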
INS-1E GSIS act – primary screen for activators of insulin secretion dependent on glucose, INS-1E cells, GLuc reporter luminescence; INS-1E GLuc reporter insulin secretion, 2-3 h; activation, % at 16.6 µM; 0.61% of 370,000 active;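 active means lowest replicate activation of at least 40%, so every replicate reaches that level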;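 further: 0% = median of neutral control wells and 100% = median of IBMX positive control wells; some compounds called inactive have numbers as strong as hits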
* marks the source's active call; other numbers are inactive results. An excerpt, so the mix of outcomes need not match the whole.

SMILES,ARNT-TACC3 inh,INS-1E GSIS act
CCC(=NCc1ccccc1)C1=C(O)C(C(=O)OC)C(C)(C)CC1=O (stereo not drawn),-20.2,11.2
CCC1(CC)C(=O)N(C)C(=O)NC1=Nc1ccc(OC)cc1,0.7,-5.1
COc1ccc(C(=O)Oc2ccc(C(C)=O)cc2)c(OC)c1,-3.5,-4.3
Cc1c(Cl)cccc1NC(=O)CSCc1cc(=O)[nH][nH]1,14.6,3.0
COC(=O)c1sccc1NC(=S)Nc1ccc(F)cc1,-3.8,-4.5
CC(C)CN(CC(C)C)S(=O)(=O)N1CCC(C(=O)NCCN2CCOCC2)CC1,6.1,-9.5
O=S(=O)(Nc1ccc2c(c1)OCO2)c1ccc(Br)s1,4.7,-11.1
Cc1csc(NC(=O)/C=C/c2ccco2)n1,-1.4,-7.9
O=C(CSc1ncn[nH]1)Nc1c(F)cc(F)cc1Br,2.0,41.6
CCOC(=O)CCc1c(C)c2ccc(OCC(=O)N(CC)CC)c(C)c2oc1=O,4.9,2.3
CCOC(=O)c1c(C)n(CCO)c2ccc(O)cc12,-0.8,15.7
Cc1ccc(N2CCCCn3c2nc2c3c(=O)n(CC(=O)O)c(=O)n2C)cc1,1.2,10.6
CN(C(=O)CSc1nnc2ccccn12)c1c(N)n(Cc2ccccc2)c(=O)[nH]c1=O,-5.0,17.1
Fc1ccc(/C=N/c2c(-c3ccc(F)cc3)nc3n2CCS3)cc1,-4.1,62.3*
CCCCC(CC)CNC(=O)C1C2C=CC(C2)C1C(=O)O (stereo not drawn),-10.6,3.2
Cc1noc(C)c1C(=O)Nc1nc(C23CC4CC(CC(C4)C2)C3)cs1,6.0,-21.1
Cc1c(NS(=O)(=O)c2ccc3[nH]c(=O)[nH]c3c2)c(=O)n(-c2ccccc2)n1C,-10.0,5.7
Cc1ccc2c(CSc3nnc(C4CC4)n3N)cc(=O)oc2c1C,1.2,-6.7
COCCn1ccc(O)c(Cc2ccccc2)c1=O,-2.4,6.9
CCCCc1ccc(C(=O)NC(C(=O)O)C(C)C)cc1 (stereo not drawn),-10.8,11.7

SMILES,ARNT-TACC3 inh,INS-1E GSIS act
CN(CC(=O)O/N=C(\N)c1ccc([N+](=O)[O-])cc1)S(=O)(=O)c1ccc2ccccc2c1,1.6,-31.6
COc1cccc2c1OC[C@@H](CO)[C@H]2N(C)C(=O)Nc1ccc(Cl)cc1Cl,38.0,-3.9
Nc1nc(CN2CCN(c3ccccc3F)CC2)nc(Nc2ccc3c(c2)OCCO3)n1,38.0,-19.9
N#Cc1c(N)nc(SCc2ccccn2)c(C#N)c1-c1cccs1,-3.4,-16.4
COC(=O)Nc1ccc(S(=O)(=O)N(C)C)cc1,-29.5,4.1
O=C(NCCCO)C12CC3CC(CC(C3)C1)C2,10.3,2.8
Cc1ccc(-n2cccc2/C=N/n2cnnc2)cc1Cl,4.3,71.4
CC(C)C1C(C#N)=C(N)Oc2n[nH]c(-c3ccccc3)c21 (stereo not drawn),-4.1,13.4
O=C(Cc1ccc(F)cc1)N(c1ccc(F)cc1)C1C=CS(=O)(=O)C1 (stereo not drawn),-2.5,8.1
Cc1ccc(-n2c(C)cc(/C=N/NC(=O)c3ccncc3)c2C)cc1,6.0,2.7
O=C(c1c(F)cccc1F)N1CCN(c2ncccn2)CC1,-6.3,12.8
Cc1ccc(NC(=O)CCNS(=O)(=O)c2ccc3c(c2)oc(=O)n3C)cc1,-7.9,2.5
COc1cc(/C=C2/SC(=NCc3ccccc3)N(Cc3ccccc3)C2=O)ccc1O,-3.9,-20.3
CC1CCCCC1NC(=O)c1ccc(S(=O)(=O)N2CCCC2)cc1 (stereo not drawn),-3.0,4.5
CCn1c(=O)cc(O)c2ccccc21,-5.3,19.3
O=C(Cc1cccc2ccccc12)NCC1CCCO1 (stereo not drawn),-2.7,0.5
O=C(Cc1ccc(S(=O)(=O)N2CCOCC2)s1)Nc1ccc2c(c1)CCC2,6.4,0.0
CC1CC(=O)NN=C1c1ccc(NCCO)c([N+](=O)[O-])c1 (stereo not drawn),1.5,27.5
CCCC(=O)Nc1ccc(NC(=O)C2CC2)cn1,2.0,4.7
CCNC(=S)N1CCC(c2nc3ccccc3s2)CC1,-4.7,-10.9

SMILES,ARNT-TACC3 inh,INS-1E GSIS act
CCOC(=O)c1[nH]c2ccc(OCC)cc2c1NC(=O)CN1CCN(c2ccccn2)CC1,6.3,-27.4
N#CC1(c2ccccc2)CCCN1C(=O)c1ccc(Br)cc1 (stereo not drawn),-15.6,5.4
Cc1ccc(NC(=O)NCc2ccc3c(c2)OCO3)cc1,-5.6,17.5
C=CCOC(=O)C1=C(C)NC(SCC(=O)Nc2nccs2)=C(C#N)C1c1cccs1 (stereo not drawn),2.3,-24.5
COc1ccc(OC)c(NC(=O)CC2C(=O)NCCN2C(=O)Nc2cccc(Cl)c2)c1 (stereo not drawn),3.2,-16.3
COc1ccc(/C=N/Nc2ncnc3scc(-c4ccccc4)c23)cc1OC,-3.4,-2.5
COc1nc2ccc(C)cc2cc1-c1noc(-c2ccccc2)n1,1.1,-3.2
COc1ccc(-c2c(C#N)c(N)nc3c2CCCCCC3)cc1OC,6.3,16.7
O=C(CSc1nc(O)c(Cc2ccccc2)c(=O)[nH]1)Nc1ccccc1,0.3,-10.8
COc1ccc(-c2nnn(Cc3nc(N)nc(N4CCCCC4)n3)n2)cc1,3.0,11.7
O=S(=O)(NCC1OCCc2ccccc21)c1ccc(S(=O)(=O)N2CCOCC2)cc1 (stereo not drawn),-8.5,-18.5
COC(=O)CSC1=C(C#N)C(c2sccc2C)CC(=O)N1 (stereo not drawn),-4.1,10.8
CCCCCCCC(=O)NNC(=O)CC(=O)Nc1ccccc1C(=O)O,-2.6,-13.5
CCN(CC)CCCNS(=O)(=O)c1ccc(OC)cc1,5.1,7.0
O=C1CC(N2CCN(c3nc4ccccc4s3)CC2)C(=O)N1c1cccc(F)c1 (stereo not drawn),-10.6,-32.7
CCn1c(SCc2ccccc2Cl)nc2ccccc21,-5.7,-14.9
C/C(=N\O)C1/C(=N/O)CC2C1C2(C)C (stereo not drawn),-2.2,0.4
CC(C)CNC(=O)c1cc2nc(C3CC3)cc(C(F)(F)F)n2n1,-1.3,21.2
CCOC(=O)C1CCCN(Cc2ccccc2Cl)C1 (stereo not drawn),-2.8,19.5
O=C(Cn1nnc(-c2ccc(S(=O)(=O)N3CCCC3)cc2)n1)NCC1CCCO1 (stereo not drawn),-1.3,7.0

SMILES,ARNT-TACC3 inh,INS-1E GSIS act
Nc1nc(CSCCO)nc(Nc2ccccc2)n1,8.0,6.8
CN(C)c1nc(N)nc(CSc2ncc(Cl)cc2Cl)n1,-0.8,31.6
Cc1ccc(-c2noc(C3CCN(S(C)(=O)=O)CC3)n2)o1,10.0,6.4
COc1ccc(CC(=O)Nc2ccc(-c3cn4ccc(C)cc4n3)cc2)cc1,-1.3,21.1
C/C(=C\C(=O)c1ccc(C)o1)Nc1ccc2c(c1)OCO2,36.5,13.3
CCN(CC(=O)NC)S(=O)(=O)c1ccc(C)cc1,-8.1,18.4
COc1ccc(OCCCC(=O)NC(C)c2ccccc2)cc1 (stereo not drawn),-6.7,-0.1
COc1ccc(/C=N/NC(=O)c2[nH]ncc2Br)c(OC)c1,9.0,3.8
O=C1CC(c2ccc(F)cc2)CC(O)=C1C1NCCc2ccccc21 (stereo not drawn),-6.7,-4.9
CCN(c1ccc(NC(=O)COC(=O)CCC(=O)c2ccc(F)cc2)cc1)C(C)C,-1.1,10.0
CCc1c(C(=O)Nc2ncn(Cc3cccc(C)c3)n2)csc1C,-1.1,-20.8
CCCC(=O)Nc1c(-c2ccc(OC)cc2)c(=O)c2ccccc2n1C,0.9,0.4
COc1ccc(CN2CC(C(=O)NCCN3CCN(c4ccccc4F)CC3)CC2=O)cc1 (stereo not drawn),3.8,-1.3
CCC(CC)C1C(C#N)=C(N)Oc2n[nH]c(C)c21 (stereo not drawn),5.7,5.1
COc1ccc(S(=O)(=O)N2CCN(C(=O)c3cccs3)CC2)cc1,6.7,12.7
CCc1nc(N[C@H](C(=O)O)C(C)CC)c2oc3ccccc3c2n1 (stereo partly drawn),-5.5,-8.9
CCSc1nnc(NC(=O)c2cccnc2)s1,-0.8,7.1
CN(C)S(=O)(=O)N1CCC(c2ccc(F)cc2)C(COc2ccc3c(c2)OCO3)C1 (stereo not drawn),1.9,-19.8
O=C(NCc1ccco1)c1n[nH]c(=O)c2ccccc12,1.7,4.0
CC(NC(=O)Cn1c(NCCO)nc2ccccc21)c1ccccc1 (stereo not drawn),0.7,11.0

| structure | ARNT-TACC3 inh | INS-1E GSIS act |
| --- | --- | --- |
| N#Cc1c(NC(=O)CSc2nc3c(c(C(F)(F)F)n2)CCc2ccccc2-3)sc2c1CCCC2 | -2.4 | -19.8 |
| COc1ccc(C(=O)Nc2cccc([N+](=O)[O-])c2)cc1Br | -1.1 | 9.3 |
| CCOCCCNC(=O)C1CCN(S(=O)(=O)N(CC(C)C)CC(C)C)CC1 | -17.6 | -14.8 |
| CS(=O)(=O)N1CCc2cc(-c3csc(NC(=O)Cc4ccccc4)n3)ccc21 | 8.9 | -27.6 |
| CCOc1nc(NC(=O)NS(=O)(=O)Oc2ccccc2Cl)nc(-c2ccccc2)n1 | -3.9 | 59.9* |
| Cc1oc2c(c1C(=O)Nc1cccc3ccccc13)CCCC2 | -3.6 | -23.3 |
| CCOC(=O)CC(=O)CSc1nnc(Cn2c(=O)sc3ccccc32)n1C | -1.6 | -8.4 |
| CCOC(=O)c1cnn2c1[nH]c(=O)c1ccccc12 | -1.7 | 11.9 |
| Oc1ccccc1-c1cc(C(F)(F)C(F)F)[nH]n1 | 16.2 | -30.1 |
| Cc1ccc(C(=O)N2CCc3ccccc32)cc1 | 3.0 | 23.4 |
| COC(=O)C1[C@H]2C(=O)N(Cc3cccs3)C[C@]23C=C[C@H]1O3 (stereo partly drawn) | -0.3 | -0.1 |
| Cc1ccccc1NC(NC(=O)c1cccs1)C(Cl)(Cl)Cl (stereo not drawn) | -3.8 | -32.0 |
| CCOc1ccc(CCNC(=O)C2CCCN(C(=O)N(C)C)C2)cc1OCC (stereo not drawn) | -14.5 | 9.2 |
| Cc1ccc2nc(NC(=O)CSc3nc4ccccc4o3)sc2c1 | -35.2 | -9.6 |
| COc1ccc(-c2csc(NS(=O)(=O)c3ccc([N+](=O)[O-])cc3)n2)cc1 | 8.3 | -34.9 |

| structure | ARNT-TACC3 inh | INS-1E GSIS act |
| --- | --- | --- |
| Cc1nn(-c2ccccc2)c(OC(=O)c2cccs2)c1S(=O)(=O)c1ccc([N+](=O)[O-])cc1 | 8.7 | -14.5 |
| O=C(CSc1nnc(Cc2ccccc2)o1)N1CCc2ccccc21 | -18.9 | 19.7 |
| CCOc1ccccc1NC(=O)Nc1cc(OC)ccc1OC | -14.5 | 18.6 |
| COC(=O)c1sc(S(=O)(=O)N2CCN(c3ccc(OC)cc3)CC2)c(C(=O)OC)c1C | -15.7 | -11.3 |
| CCOC(=O)c1sc(NC(=O)CSc2nnc(-c3ccco3)o2)c(C(=O)OCC)c1C | -5.5 | -21.0 |
| CSc1nc(C)cc(C)c1C#N | -6.5 | 8.3 |
| O=C(O)C1CC(c2cccc(Br)c2)=NO1 (stereo not drawn) | 0.6 | 10.4 |
| O=C(CSc1nc(-c2ccc(F)cc2)cs1)NC(=O)NCc1ccco1 | -5.8 | -8.2 |
| O=C(Cn1cnc2c(nnn2-c2cccc(Cl)c2)c1=O)N1CCCC1 | -10.1 | -9.7 |
| COC(=O)C(CC(C(=O)OC)C(=O)OC)C(=O)OC | -3.7 | 20.1 |
| O=c1c2ccccc2n(Cc2cccc(F)c2)c(=O)n1C1CCCC1 | -1.6 | 17.2 |
| FC(F)C(F)(F)C(F)(F)C(F)(F)c1cc(-c2ccccc2)n[nH]1 | -5.3 | -14.6 |
| CC1=CC(C)(C)N(C(=O)CSc2nnc(N)s2)c2cc(C)c(C)cc21 | 0.7 | 27.8 |
| Cc1nn(Cc2cccc(F)c2)c(C)c1NC(=O)c1ccc(COc2ccccc2Cl)cc1 | 5.3 | -27.5 |
| O=C(CSc1ncn[nH]1)Nc1ccccc1Sc1ccc(Cl)cc1 | -4.9 | -12.1 |

| structure | ARNT-TACC3 inh | INS-1E GSIS act |
| --- | --- | --- |
| CN(c1nc2c(c(=O)n(C)c(=O)n2C)n1CC(=O)c1ccccc1)C1CCCCC1 | 5.9 | -11.3 |
| O=C(Nc1ccc(S(=O)(=O)N2CCCC2)cc1Cl)C1=COCCO1 | -11.0 | 14.2 |
| O=C(NCc1cn(-c2ccccc2)nc1-c1ccccc1)c1cc([N+](=O)[O-])cc([N+](=O)[O-])c1 | 2.0 | -22.7 |
| C=C(C)COc1ccc(-c2nc(N)nc(C)c2Oc2ccccc2OC)c(O)c1 | -2.2 | -32.0 |
| Cc1nn(-c2ccccc2)c2c1C(=O)N(Cc1ccccc1)C(=O)C(C)(C)C2 | -1.5 | -11.8 |

Screens from PubChem.
